Screening data as filed in PubChem BioAssay.
HTR5A inv ag: counter-screen for OPRM1-OPRD1 inverse agonists: human HTR5A inverse agonism. P47898. HTR5A cell line, luminescence. inhibition, % at 9.3 µM. 340,000 tested, 0.083% active. AID 504634; in the data active = inhibition mostly above about 23%, no sharp cut-off; inactive = mostly below about 18%;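 also: 0% = cells with DMSO and 100% = no-cell wells with DMSO; some compounds called inactive have numbers as strong as hits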
V-ATPase pHluor: alters yeast V-ATPase proton transport; 350,000 tested, 0.37% active; response, % at 10 µM; S. cerevisiae, pHLuorin cytosolic pH fluorescence; in the data active = response mostly above about 7.3%, no sharp cut-off; inactive = mostly below about 5.4%; also: actives read high; inactives centre near 0; some compounds called inactive have numbers as strong as hits; reference of the scale not given here
RTF Ca sens act: cardiac RTF calcium sensitization. activation, % at 7.2 µM. P19429+P45379. IANBD-labeled TnC RTF fluorescence at EC20 calcium; 0% EC20 calcium, 100% full calcium. 340,000 tested, 0.24% active;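 active = activation above the mean over all tested compounds plus 3 SD, cut at about 30% in these data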;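 also: rise in fluorescence read as greater calcium sensitivity of cardiac thin filaments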
HTR5A ag: activates human HTR5A in OPRM1-OPRD1 agonist counter-screen. activation, % at 9.3 µM. P47898. 340,000 tested, 0.61% active. HTR5A agonist assay, luminescence, cell-based. AID 504692; in the data active = activation mostly above about 9.5%, no sharp cut-off; inactive = mostly below about 7.6%;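 also: 0% = cells with vehicle only and 100% = reference agonist; strong numbers were not always called active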
Keap1 Nrf2 FP: inhibitors of human Keap1-Nrf2 protein-protein interaction; Q14145; Keap1 Kelch-Nrf2 peptide fluorescence polarization, 1536-well; inhibition, % at 9.4 µM; 340,000 tested, 0.15% active; AID 504523; in the data active = inhibition above about 12%;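 also: human Keap1 Kelch domain with fluorescein labeled Nrf2 9mer peptide probe; 0% = neutral control wells and 100% = peptide positive control; higher means more block of Keap1 binding to Nrf2 peptide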
Cardiac RTF inh: cardiac RTF calcium desensitization; P19429+P45379; 340,000 tested, 0.12% active; inhibition, % at 7.15 µM; IANBD-labeled cardiac RTF, Ca2+ fluorescence;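 active = inhibition above the mean inhibition of all tested compounds plus 3 SD, cut at about 17% in these data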;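 also: assay run at fixed EC70 calcium of 1.6 mM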
MOR-DOR ag: OPRM1-OPRD1 heterodimerization agonism; 340,000 tested, 0.3% active; cells, luminescence; AID 504326; activation, % at 9.3 µM; in the data active = activation above about 18%;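 also: 0% = vehicle-treated cells and 100% = reference agonist; values of inactives mirror those of a sister screen read the other way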
Target sequence (P35372 whole entry, looked up): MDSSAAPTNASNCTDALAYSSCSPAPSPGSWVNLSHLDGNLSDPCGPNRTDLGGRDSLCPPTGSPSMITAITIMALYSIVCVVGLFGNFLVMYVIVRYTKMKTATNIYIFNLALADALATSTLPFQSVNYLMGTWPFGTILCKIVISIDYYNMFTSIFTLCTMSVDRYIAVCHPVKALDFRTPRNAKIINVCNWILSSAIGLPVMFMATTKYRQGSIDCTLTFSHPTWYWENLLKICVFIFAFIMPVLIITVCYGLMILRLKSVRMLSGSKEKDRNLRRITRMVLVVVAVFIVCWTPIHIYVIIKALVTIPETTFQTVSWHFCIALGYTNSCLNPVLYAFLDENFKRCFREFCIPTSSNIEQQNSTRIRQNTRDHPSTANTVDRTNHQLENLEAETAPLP
Target sequence (P41143 whole entry, looked up): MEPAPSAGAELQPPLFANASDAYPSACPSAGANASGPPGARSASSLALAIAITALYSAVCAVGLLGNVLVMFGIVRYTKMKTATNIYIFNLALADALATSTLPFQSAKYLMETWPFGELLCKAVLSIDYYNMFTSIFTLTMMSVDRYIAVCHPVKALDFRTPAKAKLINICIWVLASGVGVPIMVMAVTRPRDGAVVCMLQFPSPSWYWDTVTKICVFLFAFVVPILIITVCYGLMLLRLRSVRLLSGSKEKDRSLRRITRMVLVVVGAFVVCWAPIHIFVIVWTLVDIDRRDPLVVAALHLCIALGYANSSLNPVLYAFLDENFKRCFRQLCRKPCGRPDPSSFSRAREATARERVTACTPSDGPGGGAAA
CAL PDZ FP: CAL PDZ (human) peptide binding inhibition | Q9HD26 | purified CAL PDZ, TMR-peptide fluorescence polarization, 1 h | inhibition, % at 24.9 µM | 300,000 tested, 0.92% active;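 active = mean inhibition of at least 30% with at least half of replicates also reaching 30%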;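 also: 0% = DMSO neutral control and 100% = excess unlabeled competitor peptide PRC23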
MOR-DOR inv ag: mu-delta opioid heterodimer inverse agonism | cell-based MOR-DOR heterodimer luminescence | P35372+P41143 | inhibition, % at 9.3 µM | 340,000 tested, 0.21% active; in the data active = inhibition above about 22%, passing the limit was not always enough;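 also: 0% = cells with DMSO and 100% = wells without cells with DMSO; values of inactives mirror those of a sister screen read the other way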
C-LANA FP: inhibitors of KSHV LANA C-terminal domain DNA binding | inhibition, % at 9 µM | MBP-C-LANA/FAM-LBS DNA binding, fluorescence polarization | 340,000 tested, 0.078% active;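 active = highest replicate inhibition at or above 60% at 9 µM, even if other replicates fall short; inactive = all replicates below 60% inhibition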;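 also: 0% = neutral control wells and 100% = 4 µM acridine orange control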
An asterisk follows results filed as active; nt = no result given.

SMILES	HTR5A inv ag	V-ATPase pHluor	RTF Ca sens act	HTR5A ag	Keap1 Nrf2 FP	Cardiac RTF inh	MOR-DOR ag	CAL PDZ FP	MOR-DOR inv ag	C-LANA FP
CC1CN(S(=O)(=O)c2ccc(C(=O)Nc3nncs3)cc2)CC(C)O1 (configuration not stated)	-5.2	3.6	-5.0	2.1	1.5	2.7	-0.9	nt	3.9	-0.4
C=CCNC(=O)CN1C(=O)C2C3c4ccccc4C(c4ccccc43)C2C1=O (configuration not stated)	6.7	1.3	2.2	-3.8	-2.0	0.5	-1.2	nt	6.1	0.8
CCn1c(COc2cc(C)cc(C)c2)nnc1SCC(=O)N1CCN(c2ccccc2)CC1	-5.3	-4.5	2.8	0.3	2.2	-1.9	2.3	-6.4	-12.4	1.6
CCCCC(c1nnnn1CC1CCCO1)N1CCN(c2cc(Cl)ccc2C)CC1 (configuration not stated)	-1.2	-9.7	-1.9	0.5	4.2	-12.2	-0.3	3.7	1.6	0.3
COc1cccc(-c2nc(N3CCN(C)CC3)c3ccccc3n2)c1O	1.0	6.8	-0.6	-0.3	3.3	-5.2	-1.3	2.5	7.0	-1.7
Cn1c(=O)c2[nH]c(CSCc3ccccc3)nc2n(C)c1=O	6.2	-3.1	2.8	-1.6	3.8	-3.2	-2.4	-2.7	11.8	2.4
COCCSc1nnc(NC(=O)c2ccc(NC(=O)C(C)C)cc2)s1	11.4	-4.1	-0.1	1.9	-7.7	0.1	-1.2	-1.4	6.5	0.0
N#Cc1c(-c2ccco2)cc(-c2ccccc2)[nH]c1=O	13.7	-2.4	0.9	-6.5	-1.8	-11.3	-2.5	8.7	12.5	2.4
Cc1ccc(S(=O)(=O)c2nc(S(C)(=O)=O)sc2N2CCCCCC2)cc1	-21.6	3.2	-0.2	4.1	-2.1	-6.8	-2.5	13.5	13.7	0.0
COc1ccccc1NS(=O)(=O)c1ccc(-c2cc(C)no2)s1	19.4	-3.0	2.2	-5.0	-3.0	3.4	-1.5	1.9	7.6	-0.3
Cc1ccc(/C=N/Nc2ccc(F)cc2F)s1	-2.6	3.8	-2.9	0.7	-2.2	-8.1	14.1	2.4	-63.0	-1.2
O=C(Cn1c2ccccc2c(=O)c2ccccc21)N/N=C/c1cc([N+](=O)[O-])ccc1N1CCCCC1	-6.6	0.8	-0.3	1.9	2.8	3.3	-1.9	-2.6	10.3	-0.4
Cn1c(SCC(=O)NC2CC2)nnc1-c1cccc(NC(=O)c2ccccc2F)c1	-23.6	-3.6	-3.7	3.7	-2.5	-2.8	-1.4	-7.3	9.0	0.4
CCN(C(=O)Cn1c(Cl)nc2c1c(=O)n(C)c(=O)n2C)C1CCCCC1	nt	5.5	2.6	nt	-2.9	-11.7	nt	-1.8	nt	-1.3
COc1ccc(F)cc1S(=O)(=O)NCC(c1ccco1)N1CCc2ccccc2C1 (configuration not stated)	-14.8	3.3	-13.3	5.7	0.3	1.7	3.1	nt	-20.9	0.6
O=C(CSc1nnc(COc2ccccc2)o1)N1CCN(c2ccccc2)CC1	1.9	2.2	18.6	4.4	-5.3	-13.6	4.6	-2.6	-24.7	0.5
Nc1c(C(=O)Nc2ccc(F)cc2)nnn1-c1cccc(C(F)(F)F)c1	-17.3	0.6	-2.0	6.7	-2.8	-5.7	5.9	-1.2	-27.8	11.0
COc1ccc(CC(=O)N(CCC2=CCCCC2)c2c(N)n(Cc3ccccc3)c(=O)[nH]c2=O)cc1OC	4.6	-2.9	-6.3	-1.7	-2.6	-2.4	0.6	nt	-3.3	-0.8
CCc1ccc(NC(=O)Cn2cnc3sc(C)c(S(=O)(=O)N4CCOCC4)c3c2=O)cc1	13.4	5.0	-6.5	-5.0	1.2	14.3	1.7	3.7	-12.6	-0.3
CCOC(=O)[C@H]1[C@H]2COc3ccccc3[C@@H]2N2C(=O)c3cc(OC)ccc3NC(=O)[C@@]12C	-18.1	2.1	-6.8	0.5	-3.6	13.2	-3.0	-6.2	13.6	1.7
CCC(CO)Oc1cc(NCc2ccccc2C(F)(F)F)c2ncn(C(C)C)c2c1 (configuration not stated)	-10.5	0.0	2.7	1.2	-1.9	5.2	0.7	0.7	-4.1	0.8
NNC(=O)C1CC1(c1ccccc1)c1ccccc1 (configuration not stated)	5.2	0.7	-8.5	7.8	-0.3	-1.0	1.8	-4.2	-9.2	0.7
CC(/C=C/c1ccccc1)=N\NC(=S)NC(C)C	-7.5	-3.6	-5.9	2.9	-0.4	0.2	-3.0	-2.2	14.1	1.7
O=C1CN(S(=O)(=O)c2cccc(C(=O)O)c2)c2ccccc2N1	6.2	-0.6	-0.4	-2.3	-1.5	0.1	2.5	nt	-19.1	0.3
O=C(Nc1cccc([N+](=O)[O-])c1)C1CC(=O)N(C2CCCCC2)C1 (configuration not stated)	-13.8	0.6	-0.5	3.0	-2.9	-4.9	-1.2	-0.4	5.8	-0.4

Sorted by length of the SMILES (lowest first): part of the list above.
SMILES	HTR5A inv ag	V-ATPase pHluor	RTF Ca sens act	HTR5A ag	Keap1 Nrf2 FP	Cardiac RTF inh	MOR-DOR ag	CAL PDZ FP	MOR-DOR inv ag	C-LANA FP
NNC(=O)C1CC1(c1ccccc1)c1ccccc1 (configuration not stated)	5.2	0.7	-8.5	7.8	-0.3	-1.0	1.8	-4.2	-9.2	0.7
CC(/C=C/c1ccccc1)=N\NC(=S)NC(C)C	-7.5	-3.6	-5.9	2.9	-0.4	0.2	-3.0	-2.2	14.1	1.7
N#Cc1c(-c2ccco2)cc(-c2ccccc2)[nH]c1=O	13.7	-2.4	0.9	-6.5	-1.8	-11.3	-2.5	8.7	12.5	2.4
Cn1c(=O)c2[nH]c(CSCc3ccccc3)nc2n(C)c1=O	6.2	-3.1	2.8	-1.6	3.8	-3.2	-2.4	-2.7	11.8	2.4
COc1ccccc1NS(=O)(=O)c1ccc(-c2cc(C)no2)s1	19.4	-3.0	2.2	-5.0	-3.0	3.4	-1.5	1.9	7.6	-0.3
O=C1CN(S(=O)(=O)c2cccc(C(=O)O)c2)c2ccccc2N1	6.2	-0.6	-0.4	-2.3	-1.5	0.1	2.5	nt	-19.1	0.3
COc1ccc(F)cc1S(=O)(=O)NCC(c1ccco1)N1CCc2ccccc2C1 (configuration not stated)	-14.8	3.3	-13.3	5.7	0.3	1.7	3.1	nt	-20.9	0.6
Cn1c(SCC(=O)NC2CC2)nnc1-c1cccc(NC(=O)c2ccccc2F)c1	-23.6	-3.6	-3.7	3.7	-2.5	-2.8	-1.4	-7.3	9.0	0.4
CCn1c(COc2cc(C)cc(C)c2)nnc1SCC(=O)N1CCN(c2ccccc2)CC1	-5.3	-4.5	2.8	0.3	2.2	-1.9	2.3	-6.4	-12.4	1.6
COc1ccc(CC(=O)N(CCC2=CCCCC2)c2c(N)n(Cc3ccccc3)c(=O)[nH]c2=O)cc1OC	4.6	-2.9	-6.3	-1.7	-2.6	-2.4	0.6	nt	-3.3	-0.8
O=C(Cn1c2ccccc2c(=O)c2ccccc21)N/N=C/c1cc([N+](=O)[O-])ccc1N1CCCCC1	-6.6	0.8	-0.3	1.9	2.8	3.3	-1.9	-2.6	10.3	-0.4

(more compounds)
SMILES	HTR5A inv ag	V-ATPase pHluor	RTF Ca sens act	HTR5A ag	Keap1 Nrf2 FP	Cardiac RTF inh	MOR-DOR ag	CAL PDZ FP	MOR-DOR inv ag	C-LANA FP
CC(C)Cc1nc2c(nnn2Cc2ccccc2F)c(=O)[nH]1	-3.1	1.2	-1.3	0.0	-3.2	-3.0	-0.2	-3.7	1.1	0.4
COc1ccccc1OCC(=O)N(Cc1nc(-c2ccccc2)no1)C1CCCCC1	-10.0	-0.1	0.3	4.2	-0.9	-4.5	2.4	-0.1	-9.8	3.2
Cc1ccc2c(c1)NC(=O)C(CC(=O)NCCCN1CCN(c3cc(C)ccc3C)CC1)O2 (configuration not stated)	22.7	9.9	0.3	-8.2	-4.6	-1.5	-0.8	2.0	4.2	-2.4
COc1ccc(NC(=S)N2CCCCC2c2cccnc2)cc1 (configuration not stated)	17.8	4.4	2.6	-0.3	-2.5	-4.8	0.1	-4.5	-0.6	1.5
Nc1nnc(CCCCCc2nnc(N)s2)s1	-4.0	-1.4	1.9	1.4	0.0	-4.6	-3.3	1.7	15.2	0.2
Cc1c(S(=O)(=O)N2CCN(c3ccc(F)cc3)CC2)c(=O)n(C)c(=O)n1C	-33.4	-0.1	-8.1	9.1	-3.6	-0.4	-0.4	-1.7	2.4	0.7
OC(COc1ccc(F)cc1Cl)CN1CCc2ccccc2C1 (configuration not stated)	-19.2	nt	6.9	5.4	-6.1	-11.6	2.0	-4.7	-14.2	1.9
O=C(O)C1C2CCC(C2)C1C(=O)NCCCn1ccnc1 (configuration not stated)	-6.1	-0.3	-5.9	1.7	-0.6	-5.4	-2.0	3.0	10.7	0.6
Cc1ccc(-n2nc(C(=O)NN)c(C)c(C#N)c2=O)cc1Cl	-1.3	-0.1	-1.5	0.4	-1.4	2.7	-0.5	-0.6	2.4	-0.1
CCC1CC(C(=O)Nc2ccccc2)C(=O)O1 (configuration not stated)	1.3	3.9	9.2	-1.1	-5.4	-5.6	-0.7	-5.7	3.6	1.5
Nc1nc(SCc2ccccn2)c2ncn(C3OC(CO)C(O)C3O)c2n1 (configuration not stated)	-11.3	1.1	-0.6	2.9	0.1	-10.5	-1.3	0.2	6.1	1.1
Cc1ccc(NC(=O)CNCC2CCCCC2)cc1S(=O)(=O)N(C)C	-23.9	0.7	-1.8	7.6	-5.3	-2.1	-0.3	-2.0	1.5	-5.2
COC(=O)CC/C(O)=C1\C(=O)CC(C)(C)CC1=Nc1ccccc1OC	10.0	1.6	5.8	-2.8	-6.4	-6.5	1.0	nt	-5.4	0.8
O=C(Oc1oc(-c2ccco2)nc1C=Nc1ccc(Cl)cc1)c1ccco1	13.4	-5.2	-1.7	3.9	-5.4	-1.7	0.3	-2.8	-1.3	-0.2
CC[C@]12c3[nH]c4ccccc4c3CCN1C(=O)C(CC(=O)NCc1ccco1)C[C@@H]2C(=O)N1CCN(C(=O)c2ccco2)CC1 (some centres not stated)	13.9	-2.6	-7.7	-4.0	2.1	-6.7	-3.1	-6.4	14.4	0.8
N#C/C(=C(/O)Cc1cccc2ccccc12)c1nc2ccccc2s1	-2.7	-1.9	-4.4	1.0	6.5	-0.2	-0.1	0.5	0.3	-2.1
CCN1CCN(C(=O)c2ccc(N3CC4CC(C3)c3cccc(=O)n3C4)c(NC(=O)c3cc(OC)cc(OC)c3)c2)CC1 (configuration not stated)	14.6	-0.1	-2.8	-5.4	-0.4	0.4	-2.2	0.3	11.4	0.0
COc1ccc(-c2ccc(-c3noc(-c4ccco4)n3)c(OC)n2)cc1	1.4	2.8	9.7	6.0	-4.4	-12.3	3.3	nt	-18.0	-0.4
CCCCCCc1cc2cc(C(=O)Nc3ccc(OC)cc3)c(=O)oc2cc1O	-8.3	-6.9	-2.5	3.1	-2.4	-0.4	-3.8	-5.2	22.5	2.6
CC12CCC(C3NC(=S)NN=C31)C2(C)C (configuration not stated)	5.2	-2.8	-7.7	-1.3	1.5	12.5	-2.3	6.2	11.5	-1.2
Cc1ccc(NS(=O)(=O)c2c(C)[nH]c(C)c2C(=O)N2CCCCC2)c(Br)c1	-7.7	1.2	7.4	2.0	0.2	0.3	-1.1	-3.2	5.7	-0.9
